# From PubChem BioAssay
# ROC1-CUL1 inh = inhibitors of human ROC1-CUL1 ubiquitin ligase activity; in vitro K48 di-Ub FRET, acceptor:donor ratio, 45 min; 140,000 compounds, 0.6% hits; P62877+Q13616; inhibition, % at 10 µM; in the data active = inhibition above about 25%
# Target sequence (P62877 whole entry, looked up): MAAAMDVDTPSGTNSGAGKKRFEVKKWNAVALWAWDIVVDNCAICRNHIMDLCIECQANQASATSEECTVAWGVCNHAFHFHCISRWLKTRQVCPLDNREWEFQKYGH
# Target sequence (Q13616 whole entry, looked up): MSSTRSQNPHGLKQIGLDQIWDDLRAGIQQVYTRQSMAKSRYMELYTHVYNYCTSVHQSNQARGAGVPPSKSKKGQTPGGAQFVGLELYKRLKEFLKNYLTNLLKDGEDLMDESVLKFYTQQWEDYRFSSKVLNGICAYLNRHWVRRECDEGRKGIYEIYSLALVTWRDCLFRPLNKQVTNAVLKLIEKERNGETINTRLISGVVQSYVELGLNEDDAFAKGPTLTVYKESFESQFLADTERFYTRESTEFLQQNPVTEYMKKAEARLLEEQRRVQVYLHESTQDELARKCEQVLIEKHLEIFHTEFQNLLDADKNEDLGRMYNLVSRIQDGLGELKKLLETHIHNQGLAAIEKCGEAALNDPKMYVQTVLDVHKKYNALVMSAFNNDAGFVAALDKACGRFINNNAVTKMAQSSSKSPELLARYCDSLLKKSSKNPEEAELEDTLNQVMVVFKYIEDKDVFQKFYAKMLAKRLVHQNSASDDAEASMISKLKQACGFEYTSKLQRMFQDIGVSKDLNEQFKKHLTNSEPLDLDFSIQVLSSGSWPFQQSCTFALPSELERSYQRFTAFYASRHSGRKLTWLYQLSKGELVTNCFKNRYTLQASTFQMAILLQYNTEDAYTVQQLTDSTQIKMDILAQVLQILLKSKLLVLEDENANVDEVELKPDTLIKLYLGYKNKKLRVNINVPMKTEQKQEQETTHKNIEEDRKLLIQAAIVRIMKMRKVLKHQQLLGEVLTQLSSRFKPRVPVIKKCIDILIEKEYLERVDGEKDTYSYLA
# * marks the source's active call; other numbers are inactive results. Not all compounds are listed; count on the stated rates, not on these rows.
SMILES,ROC1-CUL1 inh
Cc1cccc(-c2nnc(SCC(=O)Nc3ccc(Br)c(C)c3)n2N)c1,-14.8
Cc1ccccc1CSCCNC(=O)CN(c1ccccc1)S(=O)(=O)N(C)C,-6.9
Cn1ncc2c(NCc3ccccc3Cl)nc(NCCO)nc21,-1.5
COC(=O)N1CCN(S(=O)(=O)c2ccc(C(C)C)cc2)CC1,5.3
Cn1nc(C(=O)N2CCN(c3ccccc3)CC2)c2c1-c1ccccc1SC2,-0.5
Cc1ccc(CN(CC(=O)Nc2ccc(C)cc2)S(=O)(=O)c2ccccc2)cc1,1.8
Cc1ccc(-c2nc(-c3ccc4c(c3)C(=O)c3ccccc3-4)c(-c3ccccc3)[nH]2)cc1,5.7
Clc1ccc(-c2noc3ncnc(NCCCN4CCN(c5ccccc5)CC4)c23)cc1,-1.3
COc1cccc(CNC(=O)c2c3c(nc4ccccc24)C(=O)N(C2CCCCC2)C3)c1,12.2
COc1ccc2c(c1)OC(C)CN(Cc1ccc(F)cc1F)C2 (configuration not stated),6.0
COc1cc(C2CC(=O)Nc3cc4c(cc32)OCO4)cc(OC)c1O (configuration not stated),-3.8
CC1Cc2cc(S(=O)(=O)N(C)c3ccc(Br)cc3)ccc2N1C(=O)C1CC1 (configuration not stated),-9.2
Cc1cccc(NC(c2ccc3c(c2)OCO3)c2ccc3ccc(C)nc3c2O)n1 (configuration not stated),0.1
CN(C)c1ncc2c(n1)CCCC2NC(=O)CN1CCCCCC1 (configuration not stated),9.4
CC(=O)C(C(=O)c1ccccc1)C(=O)c1ccc(C)cc1 (configuration not stated),-6.4

# Part of the list above in a different format.
structure: Clc1ccc(-c2noc3ncnc(NCCCN4CCN(c5ccccc5)CC4)c23)cc1
  ROC1-CUL1 inh: -1.3
structure: COc1cccc(CNC(=O)c2c3c(nc4ccccc24)C(=O)N(C2CCCCC2)C3)c1
  ROC1-CUL1 inh: 12.2
structure: COc1ccc2c(c1)OC(C)CN(Cc1ccc(F)cc1F)C2 (configuration not stated)
  ROC1-CUL1 inh: 6.0
structure: COc1cc(C2CC(=O)Nc3cc4c(cc32)OCO4)cc(OC)c1O (configuration not stated)
  ROC1-CUL1 inh: -3.8

# Continuation:
SMILES,ROC1-CUL1 inh
CCC(CC)C(=O)N1CCCC(c2nc(-c3cccnc3)ncc2-c2ccccc2F)C1 (configuration not stated),-5.6
CCOc1ccc2nc(N3CCCN(Cc4cccc(O)c4)CC3)nc(C)c2c1,4.0
O=C(CSc1nc2c([nH]c3ccccc32)c(=O)n1-c1ccccc1)N1CCCCC1,0.9
CC(=O)N(C)Cc1nc2ccccc2n1CCC1CCCCC1,-3.8
Cc1cc(C)c2c(=O)c(CN3CCCCC3)c(C)[nH]c2c1,8.0
O=c1ccc(=O)n(-c2ccc(Br)cc2)[nH]1,-7.2
CCS(=O)(=O)N1CCC2(CC1)OC(=O)C(C)=C2C(=O)NCc1ccccc1C,0.1
Clc1cc2c(s1)C=Cc1ccccc1C2,-4.0
COc1ccc(-c2nc(Cn3c(SCc4cccc(Cl)c4)nc4ccncc43)c(C)o2)cc1,-2.9
Cc1[nH]c2ccccc2c1C1(O)C(=O)N(Cc2ccccc2Cl)c2ccccc21 (configuration not stated),-17.3
Cc1nc(Cl)c(C#N)c(C)c1Cl,7.8
CCCc1[nH]nc2c1C(c1cccc(OC)c1OCc1c(F)cccc1Cl)C(C#N)C(=N)O2 (configuration not stated),8.8
COC(=O)C1C(=O)C2=C(CC1C)NC(=O)CC2c1ccccc1 (configuration not stated),8.2
COc1ccc(C(N2CCOCC2)P(=O)(N2CCOCC2)N2CCOCC2)cc1 (configuration not stated),-2.1
COc1cccc(CN2C(=O)NC(C)(C3CCN(C(=O)c4occc4C)CC3)C2=O)c1OC (configuration not stated),-0.4

# Following part
SMILES,ROC1-CUL1 inh
CCCN(CCC)Cc1cc2ccccc2c2c1COC2,-7.7
COc1cccc(C2C3C(=O)CC(c4ccccc4)CC3=Nc3cc(Cl)ccc3N2C(=O)C(F)(F)F)c1 (configuration not stated),-10.4
O=S(=O)(NCCCN1CCN(CCCNS(=O)(=O)c2ccc(Cl)cc2)CC1)c1ccc(Cl)cc1,2.2
Cc1c(C)n2c3c(=O)n(C)c(=O)n(C)c3nc2n1Cc1ccccc1,-3.2
COCCn1c(CNC(=O)c2cc([N+](=O)[O-])ccc2Cl)nc2cccnc21,-5.6
CCOC(=O)C1C(C)=NC(=O)NC1c1cn(-c2ccccc2)nc1-c1ccc(OC(C)C)cc1 (configuration not stated),5.2
COc1ccc(CNCCc2ccncc2)c(OCC(O)CN2CCN(C)CC2)c1 (configuration not stated),2.9
CC(=O)Oc1ccc(C(c2ccc(OC(C)=O)c(C)c2)C(Cl)(Cl)Cl)cc1C,-6.9
CC1C(=NC(=O)C(C)(C(F)(F)F)C(F)(F)F)C(=O)N(c2ccccc2)N1C (configuration not stated),-1.2
COc1cc(Cl)c(C)cc1Nc1nc2ccccc2c2nnc(C)n12,-0.1
Cc1c(NC(=O)c2ccc(Cl)cc2)cc(C(C)C)c(O)c1S(=O)(=O)c1ccc(Cl)cc1,5.5
O=C(Nc1ccc(Oc2cc([N+](=O)[O-])cc([N+](=O)[O-])c2)cc1)c1nc2nc(-c3cccs3)cc(C(F)(F)F)n2n1,-10.2
c1ccc2c(c1)nc(N1CCN(C3CCCCC3)CC1)c1nnnn12,-1.8
COc1ccc(C(=O)CN2CCN(S(=O)(=O)c3ccc(F)cc3)CC2)cc1,2.1
CCC(=O)NC(c1ccc(Cl)cc1)c1ccc2cccnc2c1O (configuration not stated),-5.9

# Following part
SMILES,ROC1-CUL1 inh
O=C(c1cnccn1)N1CCCC(Cn2cc(-c3ccccc3)nn2)C1 (configuration not stated),4.9
O=C1CC(c2ccccc2)=Nc2cc(-c3ccc(F)cc3)nn21,9.1
FC(F)(F)Oc1ccc(N=Cc2ccc[nH]2)cc1,3.2
COCCNC(=O)N1CCN(c2cc(Cl)ccc2C)CC1,-0.2
CN=c1ssc(=NS(=O)(=O)c2ccc(C)cc2)n1C,-3.0
CN1CCC(N(C)C(=O)CCC2CCCN(Cc3ccc(C#CC(C)(C)O)cc3)C2)CC1 (configuration not stated),-5.1
CCS(=O)(=O)n1nc(-c2ccc(Cl)cc2)nc1SC,6.2
COc1cccc(C(=O)Nc2nnc(S(=O)(=O)N3CCOCC3)s2)c1,3.0
CCS(=O)(=O)N1CCCC(C(=O)NC(C)c2ccccc2)C1 (configuration not stated),2.9
CC(C)C(=O)N1c2nc(C(C)C)nn2C2(CCCCC2)[C@@H]2CCCC[C@@H]21,-0.6
CCCCN1CCc2nc(Nc3ccc(OC)cc3OC)ncc2C1,-0.8
Cc1ccc(CNC(=O)CCc2c(C)c3ccc(O)c(C)c3oc2=O)cc1,0.5
CCn1ccnc1CN1CCC(O)(Cc2cc(-c3ccccc3)no2)CC1,-5.8
O=C1OC(c2ccccc2Cl)=N/C1=C\c1ccc(OCc2ccccc2Cl)cc1,2.3
COC(=O)c1ccc(N=C2S/C(=C\c3ccc(OCC(=O)O)c(OC)c3)C(=O)N2C)cc1,-4.0

# Structural class, the entries above with a nitro group on carbon
SMILES,ROC1-CUL1 inh
COCCn1c(CNC(=O)c2cc([N+](=O)[O-])ccc2Cl)nc2cccnc21,-5.6
O=C(Nc1ccc(Oc2cc([N+](=O)[O-])cc([N+](=O)[O-])c2)cc1)c1nc2nc(-c3cccs3)cc(C(F)(F)F)n2n1,-10.2

# Carrying on:
SMILES,ROC1-CUL1 inh
COc1ccc(S(=O)(=O)NCCC2=CCCCC2)cc1C(=O)N1CCOCC1,0.4
Cc1nc(C(=O)NCc2c(C)ncc3c2CCN(C(=O)/C(F)=C/c2ccccc2)C3)cs1,-0.8
COc1ccc(NC(=O)c2cc3c(=O)n(Cc4ccco4)ccc3nc2C)cc1,-13.1
O=C(CC1C(=O)N(c2ccc(F)cc2)C(=O)N1Cc1ccc2c(c1)OCO2)Nc1ccc(F)cc1 (configuration not stated),-10.9
Cc1cc(=O)n2ncnc2n1CC(=O)NNC(=O)Nc1ccccc1,10.5
C=CCN1CC(C(=O)N2CCC(Cc3ccc(OC)cc3)(C(=O)OCC)CC2)CC1=O (configuration not stated),5.7
CCCCN(C)CCNC(=O)C1CCCN(S(=O)(=O)c2ccc3c(c2)oc(=O)n3C)C1 (configuration not stated),7.6
Cc1ccccc1/C=C/[n+]1ccccc1,-7.7
O=C(Nc1ccc(I)cc1C(F)(F)F)c1ccccc1F,0.8
O=C(Cc1ccc2c(c1)OCO2)N1CCCC(c2nc(-c3cccnc3)ncc2-c2ccccc2F)C1 (configuration not stated),1.7
CC1CCN(C(c2cccs2)c2ccc3cccnc3c2O)CC1 (configuration not stated),1.7
CC1CN(CC(O)COC23CC4CC(CC(C4)C2)C3)CC(C)O1 (configuration not stated),1.7
CC(C)(C)c1ccc(C(=O)NC(=S)Nc2ccc(F)cc2F)cc1,1.4
O=c1[nH]c(SCC#CCO)nc2ccccc12,-1.6
CCC1CCc2c(sc3nc[nH]c(=O)c23)C1 (configuration not stated),-3.7

# Given with each value named: entries from further up.
Cc1nc(C(=O)NCc2c(C)ncc3c2CCN(C(=O)/C(F)=C/c2ccccc2)C3)cs1
  ROC1-CUL1 inh = -0.8

COc1ccc(NC(=O)c2cc3c(=O)n(Cc4ccco4)ccc3nc2C)cc1
  ROC1-CUL1 inh = -13.1

# Next structures:
SMILES,ROC1-CUL1 inh
CCCCCc1nc2sc3c(c2c(=O)n1NC(=O)Cc1ccccc1)CCCC3,-4.0
CO[C@H]1[C@H](NC(=O)COc2ccccc2)c2ccccc2C12CCN(C(=O)c1c(C)noc1C)CC2,10.7
CCSc1ncnc2c1oc1ccccc12,-3.2
N#CC1C(=N)OC2=C(C(=O)CCC2)C1c1cccc(I)c1 (configuration not stated),1.3
C#CCOc1c(Br)cc(Br)cc1CO,-4.9
CC1=NN(c2nc(-c3ccc(Br)cc3)cs2)C(=O)C1N=Nc1ccccc1O (configuration not stated),-1.6
O=C1CN(C(=O)CC2c3ccccc3CCc3ccccc32)CCN1,4.8
Cc1ccc(OC(=O)c2ccccc2C)c(C(C)C)c1,6.5
CCOC(=O)c1c(NC(=O)c2cc(S(=O)(=O)N3CCCCC3)c(Cl)cc2Cl)sc(C)c1C,-3.2
COC(=O)CCCNc1nc(CN(C)Cc2ccccc2C(F)(F)F)nc2ccccc12,-3.4
O=C(Nc1ccc(Cl)cc1)N1CCN(c2ccc3nnc(-c4ccccc4)n3n2)CC1,-5.9
CC12CCC(c3c1nc1ccccc1[n+]3[O-])C2(C)C (configuration not stated),-1.4
Cc1ccc(NC(=O)Cn2cc(S(=O)(=O)N3CCN(c4ccccc4F)CC3)c3ccccc3c2=O)cc1F,0.3
CN(C)S(=O)(=O)c1ccc(NC(=O)CN2CCCCCC2)cc1,19.0
CC1=C(C(=O)Nc2ccc(C)cc2Cl)C2(CCCCC2)OC1=O,5.9

# Continuation.
SMILES,ROC1-CUL1 inh
O=C(O)C1CC(=O)N(Cc2ccc3c(c2)OCO3)C1 (configuration not stated),-7.4
COC(=O)c1ccc(Cn2ccc([N+](=O)[O-])n2)cc1,-9.0
COCc1cc(C)nc(OCC(=O)N/N=C\c2cc(C)n(-c3cccc(C(F)(F)F)c3)c2C)c1C#N,-12.5
CCCCCC(=O)Nc1cccc(NC(=O)CCCCC)n1,-6.7
O=C(Nc1ccc(F)c(Cl)c1)N1CCC2(CC1)Oc1ccccc1C(=O)N2Cc1ccccc1F,-2.2
Fc1ccccc1-n1nc2c(N3CCCCC3)nnc(-c3ccccc3)c2c1-c1ccccc1,2.8
N#Cc1ccccc1NC(=O)CC1Sc2ccc(C(F)(F)F)cc2NC1=O (configuration not stated),3.6
Cc1ccc(-c2nnc(SCc3cccc(C#N)c3)o2)cc1,-6.6
O=C(NC1CCCCCC1)c1ccc(F)c(S(=O)(=O)N2CCOCC2)c1,7.4
CCCCCC(O)CCC(=O)NN=C1CC(=O)CC(C)(C)C1 (configuration not stated),6.2
CC(/C=C1\N=C(SCc2ccccc2Cl)SC1=O)=C\c1ccccc1,2.7
CN(C(=S)NC(=O)c1ccc(Br)o1)c1ccccc1,6.3
Cc1nn2c(=O)cc(COC(=O)c3ccc(NC(=O)c4cccc(Br)c4)cc3)nc2s1,-0.2
CCCn1c2ccccc2c2cnn(CC(=O)N(Cc3ccccc3)C(C)C)c(=O)c21,-2.7
CC(C)CN1C(=O)c2ccc3c4c(ccc(c24)C1=O)CC3,-3.8

# (further entries)
SMILES,ROC1-CUL1 inh
C=CCn1c(N=Cc2ccc(Br)cc2)nc2ccccc21,-16.9
COCc1cc(=O)[nH]c(Nc2nc(C)c3ccccc3n2)n1,-4.6
CCC(=O)N1C2C=CC(C2)C1(C(F)(F)F)C(F)(F)F (configuration not stated),3.4
Cc1cc(C(=O)NC2CCCc3nc(N4CCC(CO)CC4)ncc32)c(C)o1 (configuration not stated),2.8
O=C1Nc2c(Cl)cccc2C12OCCCO2,5.1
CN(C)c1ccc(CNC(=O)CCn2cccn2)cc1,11.3
O=C(CCc1cnccn1)NC1CC(=O)N(C2Cc3ccccc3C2)C1 (configuration not stated),0.2
COc1ccccc1NC(=O)c1ccccc1NC(=O)CCC(=O)O,1.9
COc1cccc(-c2noc(COc3ccccc3Cl)n2)c1,-1.8
CCCc1[nH]nc2c1C(c1cc(OC)c(OC)c(OC)c1)C(C#N)C(=N)O2 (configuration not stated),3.9
COc1ccc(CCNc2oc(COc3ccc(Cl)cc3)nc2C#N)cc1OC,3.1
CCOc1cc(CNCCO)cc(Cl)c1OCc1ccc(Cl)cc1,0.5
CCNC(=O)C1CCCN(C2CCN(Cc3ccccc3)CC2)C1 (configuration not stated),-4.3
O=C(O)c1ccc(CNC(=O)C2CCCCC2C(=O)O)cc1 (configuration not stated),4.5
COc1ccccc1N(CC(=O)NCCSCc1ccccc1)S(C)(=O)=O,4.3
CCCOC(=O)c1cccc(NC(=O)CSc2nnc(Cc3ccc(OC)cc3)o2)c1,-0.3
CN(CCc1cnn(C)c1)c1nc2nonc2nc1N1CCOCC1,11.8
Cc1cccc(C(=O)Nc2ccc3nc(SCC(=O)N4CCc5ccccc54)sc3c2)c1,4.7
